MCL1 BIM primary = inhibitors of human MCL1 binding to BIM-BH3 peptide; inhibition, % at 10.9 µM; 0.68% of 320,000 active; Q07820; AID 2057; GST-MCL1 / FITC-Bim-BH3 fluorescence polarization;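 active means inhibition above the mean inhibition of all tested compounds plus 3 SD, set per campaign, cut at about 40% in these data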;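 further: 0% = DMSO wells and 100% = unlabeled Bim-BH3 peptide control; higher means more loss of mP so more displacement of Bim peptide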
MEX-5 binding = C. elegans MEX-5 TCR-2 RNA binding activity; MEX-5/FITC-TCR2 RNA binding, fluorescence polarization; stronger effect = lower value; activity score (negative = inhibition of binding), % at 10 µM; 0.38% of 300,000 active;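 active means inhibition past about -25% in most replicates, and total fluorescence under double the plate's negative control median, limit read from the data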;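 further: 0% = DMSO and -100% = 5 µM competing unlabeled TCR2 RNA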
Target sequence (Q9XUB2 whole entry, looked up): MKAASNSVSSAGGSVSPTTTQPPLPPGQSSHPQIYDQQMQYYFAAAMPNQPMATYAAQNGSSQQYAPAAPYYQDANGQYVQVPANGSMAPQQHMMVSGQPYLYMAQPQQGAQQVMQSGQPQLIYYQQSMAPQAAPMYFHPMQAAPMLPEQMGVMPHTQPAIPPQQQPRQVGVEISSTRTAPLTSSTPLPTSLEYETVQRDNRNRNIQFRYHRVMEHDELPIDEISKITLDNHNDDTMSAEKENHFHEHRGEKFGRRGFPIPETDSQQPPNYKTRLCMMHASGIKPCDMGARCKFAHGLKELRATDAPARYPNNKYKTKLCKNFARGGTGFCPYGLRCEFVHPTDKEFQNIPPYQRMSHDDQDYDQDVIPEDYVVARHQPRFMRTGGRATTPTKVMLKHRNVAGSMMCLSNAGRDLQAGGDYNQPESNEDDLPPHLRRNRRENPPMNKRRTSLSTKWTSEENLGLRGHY
GRK2 inh = inhibitors of human GRK2 displacing RNA aptamer; P25098; bead flow cytometry, FAM-aptamer displacement from GRK2; inhibition of aptamer binding, % at 10 µM; 0.59% of 330,000 active; AID 488847;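 active means inhibition of aptamer binding above 40%, roughly 3 SD of noise, on plates passing a quality check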;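 further: median bead fluorescence of bound FAM aptamer so fluorescent compounds give negative values; no value below 0 was filed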
Bcl-xL primary = blocks human Bcl-xL binding to Bim BH3 peptide; inhibition, % at 10.9 µM; 0.7% of 320,000 active; Q07817; GST-Bcl-xL / FITC-Bim BH3 peptide fluorescence polarization;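 active means inhibition above the mean of all tested compounds plus 3 SD, cutoff set per campaign, cut at about 30% in these data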;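 further: 0% = DMSO wells and 100% = unlabeled Bim-BH3 peptide competitor; inhibitors lower millipolarization by displacing the labeled peptide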
Fam108B counter = counter-screen for RBBP9 inhibitors: inhibitors of mouse Fam108B. recombinant Fam108B, FP-Rh probe fluorescence polarization. inhibition, % at 9.51 µM. 0.33% of 300,000 active. AID 1947;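 active means inhibition above the screen mean inhibition plus 3 SD, computed separately per campaign, cut at about 18% in these data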;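 further: inhibitors lower polarization as less probe binds the enzyme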
GLD-1 RNA inh = GLD-1-TGE RNA interaction inhibition (C. elegans). purified GLD-1 + fluorescein TGE RNA, fluorescence polarization. Q17339. inhibition, % at 5.96 µM. 0.44% of 320,000 active;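 active means percent inhibition above a per-plate cutoff, the plate mean of test compounds plus 3 SD, cut at about 30% in these data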;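 further: 0% = DMSO wells with GLD-1 and probe and 100% = wells lacking GLD-1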
Target sequence (Q17339 whole entry, looked up): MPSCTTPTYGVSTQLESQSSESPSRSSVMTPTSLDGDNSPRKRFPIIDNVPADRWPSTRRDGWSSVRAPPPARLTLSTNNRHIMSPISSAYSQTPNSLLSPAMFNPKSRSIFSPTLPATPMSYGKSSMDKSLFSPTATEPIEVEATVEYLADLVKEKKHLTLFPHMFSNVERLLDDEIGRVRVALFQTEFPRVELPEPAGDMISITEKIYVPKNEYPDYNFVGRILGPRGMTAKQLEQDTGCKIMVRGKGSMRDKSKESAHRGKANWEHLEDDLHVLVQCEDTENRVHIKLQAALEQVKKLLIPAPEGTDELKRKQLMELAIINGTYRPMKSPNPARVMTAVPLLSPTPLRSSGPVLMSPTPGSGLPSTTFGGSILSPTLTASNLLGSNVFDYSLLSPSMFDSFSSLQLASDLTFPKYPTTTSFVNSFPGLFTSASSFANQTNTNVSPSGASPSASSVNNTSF
PME-1 primary = PME-1 (human) inhibition; AID 2130; Q9Y570; inhibition, % at 5.9 µM; 0.53% of 320,000 active; recombinant PME-1, FP-Rh probe fluorescence polarization;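 active means inhibition above the campaign mean of all compounds plus 3 SD, cut at about 26% in these data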;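 further: competitive labeling of PME-1 active site by serine hydrolase directed probe; 0% = PME-1 with DMSO and 100% = wells lacking PME-1 enzyme; inhibitors block probe labeling so polarization falls and inhibition rises; many of its hits are not listed in these tables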
VLA-4 inh = inhibition in a human VLA-4 binding assay | inhibition, % (about 7 µM as worked out from the volumes in the protocol) | AID 2557 | P13612 | 0.2% of 330,000 active | VLA-4 expressing cells, ligand binding flow cytometry; in the data active means inhibition above about 50%
Efflux pump mplx = blocks antifungal efflux pumps in multiplex yeast assay. S. cerevisiae Candida pump triplex, Nile Red efflux. 0.44% of 330,000 active. AID 485275. inhibition, % at 10 µM;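 active means plate passing quality check with inhibition over a set limit, or well fluorescence over plate mean plus 4 SD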;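 further: Nile Red retained in pooled yeast measured as flow cytometry median fluorescence; 0% = buffer negative control and 100% = Enniatin B positive control; higher means more Nile Red kept so more efflux inhibition; some compounds called inactive have numbers as strong as hits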
Starred values were filed as active, the others as inactive; x = no result given. A portion of the library, so the mix of outcomes need not match the whole.

SMILES	MCL1 BIM primary	MEX-5 binding	GRK2 inh	Bcl-xL primary	Fam108B counter	GLD-1 RNA inh	PME-1 primary	VLA-4 inh	Efflux pump mplx
COC(=O)c1ccc(C)c(NC(=O)CCNC(=O)c2ccc([N+](=O)[O-])cc2)c1	-17	-0.7	0	2	5	3	8	0	0.2
CC(=O)Nc1ccc(-c2csc(NNC(=O)c3ccccc3)n2)cc1	-3	-1.5	4	-3	4	-2	1	1	0.2
CCOc1ccccc1NC(=O)COC(=O)c1ccccc1SCC(=O)N1CCCC1	6	-2.1	0	3	5	-1	-2	-4	0.1
Cc1ccc(SCCN2CCC(C(C)(C)C)CCC2=O)cc1 (stereo not given)	-2	0.2	7	-5	1	8	9	-6	0.1
COc1ccc(CCC(C)NC2CCCCCCC2)cc1 (stereo not given)	1	-1.8	0	4	7	-2	3	8	0.1
COc1ccc(Nc2c3c(nc4ccccc24)CCC3)cc1	1	0.1	0	3	4	-8	4	-16	-0.1
Cc1nc2ccc(NC(=O)c3ccc([N+](=O)[O-])cc3[N+](=O)[O-])cc2s1	-3	3.7	1	5	0	8	-1	-7	-0.1
COc1cc(/C=N/NC(=O)c2ccccn2)ccc1OC(=O)c1ccc(Br)cc1	6	-3.2	0	4	-12	0	-17	5	0.3
O=S(=O)(c1cccc(NC(=S)N2CCN(c3ccccc3F)CC2)c1)C(F)F	14	1.6	3	5	-3	9	-2	8	0.2
CN(C(=O)c1ccc2c(=O)n3c(nc2c1)CCCCC3)c1cccc(Cl)c1	-1	2.1	2	2	1	7	6	-7	-0.2
O=C(CCCOc1ccccc1)OCn1nnc2ccccc2c1=O	1	0.0	2	0	-4	-5	3	7	0.0
Cc1ccc(CN2CCC(=O)N2)cc1	-13	1.6	2	-6	2	-8	-1	3	0.1
Cn1c(=O)c2c(ncn2Cc2ccccc2)n(C)c1=O	1	-0.1	0	7	-7	3	4	5	-0.1
O=C(COc1ccccc1F)Nc1ccc(S(=O)(=O)Nc2nccs2)cc1	0	-1.3	3	5	-3	-2	1	-8	0.0
CCCCn1nnc(NC(=O)CCC)n1	-3	0.7	3	4	1	2	1	3	0.0

Single values from above:
GRK2 inh result of `COc1ccc(CCC(C)NC2CCCCCCC2)cc1` (stereo not given) : 0
GLD-1 RNA inh result of `O=C(COc1ccccc1F)Nc1ccc(S(=O)(=O)Nc2nccs2)cc1` : -2
GLD-1 RNA inh result of `Cc1ccc(SCCN2CCC(C(C)(C)C)CCC2=O)cc1` (stereo not given) : 8

More entries.
SMILES	MCL1 BIM primary	MEX-5 binding	GRK2 inh	Bcl-xL primary	Fam108B counter	GLD-1 RNA inh	PME-1 primary	VLA-4 inh	Efflux pump mplx
O=C(COc1ccc(S(=O)(=O)N2CCCC2)cc1Cl)NCc1ccco1	-2	-0.3	3	-1	-7	0	5	-9	0.1
CCOC(=O)c1ccc(NC(=O)c2ccc(CN3CCc4ccccc4C3)cc2)cc1	0	-1.5	1	4	-5	10	-12	9	0.1
Cc1c(NC(=O)c2ccc(NC(=O)C3CC3)cc2)cccc1C(=O)O	5	1.0	12	7	0	7	6	4	-0.2
O=C(CSc1ccc(Cl)cc1)NC(=O)c1ccccc1	6	x	0	6	x	8	0	2	-0.1
O=c1c2c(nc3nc(NCc4cccc5ccccc45)[nH]n13)CCC2	4	1.0	0	1	1	2	7	11	-0.1
O=C(CSc1nc2ccccc2c(=O)n1-c1ccc(F)cc1)Nc1cc(S(=O)(=O)N2CCOCC2)ccc1Cl	-4	0.5	53*	-1	-3	3	-2	0	0.5
Cc1ccc2[nH]c(=O)c(CN(CCCO)S(=O)(=O)c3cccc4nsnc34)cc2c1	0	-1.7	0	1	3	3	-5	-1	-0.2
COc1ccc(CC(=O)NNC(=O)c2ccc(Br)o2)cc1	3	0.6	4	5	9	0	-4	1	-0.1
O=C(NCCN1CCOCC1)Nc1ccc(Cl)cc1	6	-0.7	0	7	-2	5	-7	0	0.1
O=C1NC(=S)N/C1=C/C=C/c1ccccc1	-4	0.3	0	3	0	1	0	-3	0.0
COc1ccc(CCNC(=O)/C(C#N)=C2\N=C(NC(=O)c3ccco3)c3ccccc32)cc1	3	-4.3	x	8	1	2	9	7	-0.1
Cc1ccc(N2CCN(S(=O)(=O)c3ccc4oc(=O)ccc4c3)CC2)cc1Cl	5	-0.3	0	1	1	2	-3	-7	0.1
COc1ccc(Cl)cc1C(=O)NNC(=O)COC(=O)CCN=C1NS(=O)(=O)c2ccccc21	-3	-0.5	0	-5	5	3	3	-18	-0.2
CC(C)Nc1nc(N)c(C(=O)C23CC4CC(CC(C4)C2)C3)s1	6	1.2	2	-1	3	5	4	-6	0.3
O=C(c1cccs1)N1CCCC(N2CCN(c3cccc(C(F)(F)F)c3)CC2)C1 (stereo not given)	1	-1.2	5	3	2	1	-2	-5	-0.7
CCOC(=O)C1CCC(CNCc2ccc(Cl)cc2)CC1 (stereo not given)	3	-1.0	0	2	0	-1	10	-16	0.1
N#Cc1c(SCC(=O)Nc2ccc(C(F)(F)F)cc2)sc2c(O)cc(=O)[nH]c12	3	-1.7	0	8	0	-3	-10	-1	0.1
O=C(CC(=O)NC1CCCCC1)N/N=C/c1ccccc1[N+](=O)[O-]	6	-0.5	0	2	1	1	-1	1	0.0
Cc1c(CN2CCN(C)C(CCO)C2)[nH]c2c(Cl)cccc12 (stereo not given)	10	1.5	1	1	-1	6	-4	17	0.0
Cc1cc2c(NS(=O)(=O)c3ccc(F)cc3)cccc2nn1	-5	3.2	0	-3	1	1	-2	3	0.3
CC(C)(C)NC(=O)CN(C(=O)C(=O)Nc1ccc2c(c1)OCCO2)C(C)(C)C	7	-1.4	0	8	1	-2	-1	4	0.0
C=CCN(Cc1cn(C)nc1-c1cccc(Cl)c1)C1CCS(=O)(=O)C1 (stereo not given)	-8	-0.7	1	0	1	0	0	5	0.3
O=C(COC(=O)CC(c1ccccc1)c1ccccc1)NCc1ccc(Cl)cc1	-3	-0.3	1	4	4	0	12	6	0.1
COc1ccc(S(=O)(=O)N(C)C)cc1NC(=O)c1ccc2c(c1)OCCO2	3	x	3	4	x	2	0	0	0.1
C=CCSc1nnnn1-c1ccc(OC)cc1	4	-0.4	1	4	-4	-2	-2	2	0.1
Cc1ccccc1C(=O)Nc1cccc(C(=O)N/N=C/c2ccc3c(c2)OCO3)c1	0	0.9	1	3	-5	3	-8	2	0.0
C=C(C)CN1CCN(c2ccc(N3C(=O)CCCC3=O)cc2[N+](=O)[O-])CC1	8	1.4	0	3	-4	0	-3	13	0.2
COCC(C)NC(=O)c1cc(OC)cc(OC)c1 (stereo not given)	5	2.3	0	-2	2	-3	3	19	0.2
C=CCn1c(Cc2cccs2)nnc1SCC(=O)c1ccc(F)cc1	-6	-0.2	0	1	3	-4	-3	2	0.3
CC(C)c1ccccc1OCC(O)CN(CC(O)COc1cccc2ccccc12)C(C)C (stereo not given)	-2	-0.8	0	1	-9	9	-10	-4	0.6
N#Cc1c(N)n(C2CCCCC2)c2nc3ccccc3nc12	-3	-2.8	3	5	-3	5	0	10	0.1
Cc1ccnc(N2CCN(C(=O)CSc3nc4ccccc4nc3N3CCCCC3)CC2)c1	7	3.1	1	4	-6	-1	-4	40	0.2
CC(C)(CO)NC(=O)c1ccc2c(c1)C(=O)c1ccccc1-2	12	-1.3	0	6	11	2	-8	-10	-0.1
CC(C)c1ccccc1NC(=S)NC1CCN(Cc2ccccc2)CC1	8	-1.0	0	5	1	-4	5	-20	0.3
Cc1ccc(S(=O)(=O)N2CCCN(S(=O)(=O)C3CCS(=O)(=O)C3)CC2)cc1 (stereo not given)	2	0.9	1	0	8	2	-6	10	0.0
COC(=O)C1CCN(C(=O)Nc2ccc(OC)cc2)CC1	1	0.6	1	8	2	2	2	0	0.0
COc1ccc(CC(=O)Nc2ccc(N(C)C)c3ccccc23)cc1	6	1.9	17	0	-5	1	-2	8	-0.1
Cc1ccsc1C(=O)OCC(=O)Nc1cccc(S(=O)(=O)NC2=NCCCCC2)c1	2	-3.0	8	-4	-4	15	6	17	0.3
Cc1ccc(S(=O)(=O)N/N=C\c2ccc3c(c2)OCO3)cc1C	7	1.0	0	2	4	-1	4	-1	-0.1
O=C(N/C(=C\c1ccccc1)C(=O)N1CCOCC1)c1ccc(Br)o1	-6	1.8	0	0	3	8	-2	3	-0.2
COc1cccc(/C=C/C(=O)OCC(=O)Nc2cccc(S(=O)(=O)N(C)C)c2)c1	-11	-5.7	0	2	-5	2	1	2	-0.1
O=C(CCCC(=O)OCC(F)(F)C(F)F)Nc1ccc(NC(=O)CCCC(=O)OCC(F)(F)C(F)F)cc1	0	1.4	0	-1	1	6	-4	6	0.0
Cc1ccccc1NCc1nnc2n1CCCCC2	3	1.3	0	5	5	2	0	4	0.0
N#C/C(=C\c1ccc(C(=O)O)cc1)c1ccccn1	-1	0.9	0	6	1	12	3	22	-0.1
CCN1CCN(c2ccc(S(=O)(=O)N3CCOCC3)cc2NC(=O)C(C)Oc2cccc(Cl)c2)CC1 (stereo not given)	-5	-4.5	0	-5	-1	4	7	11	0.2

Brought forward from above: three compounds, then new ones.
SMILES	MCL1 BIM primary	MEX-5 binding	GRK2 inh	Bcl-xL primary	Fam108B counter	GLD-1 RNA inh	PME-1 primary	VLA-4 inh	Efflux pump mplx
Cc1ccccc1NCc1nnc2n1CCCCC2	3	1.3	0	5	5	2	0	4	0.0
N#C/C(=C\c1ccc(C(=O)O)cc1)c1ccccn1	-1	0.9	0	6	1	12	3	22	-0.1
CCN1CCN(c2ccc(S(=O)(=O)N3CCOCC3)cc2NC(=O)C(C)Oc2cccc(Cl)c2)CC1 (stereo not given)	-5	-4.5	0	-5	-1	4	7	11	0.2
COc1cc(CNCCc2ccc(S(N)(=O)=O)cc2)ccc1OCC(=O)N1CCCCC1	4	-1.4	3	7	-3	-1	-2	-7	-0.1
COc1cc(/C=C(\C#N)C(=O)Nc2cccc(C(=O)O)c2)ccc1OCc1ccc(F)cc1	6	0.5	0	2	-11	0	0	10	0.1
Nc1nnnn1/N=C/c1cccs1	4	-4.3	2	6	-1	-5	-5	-9	-0.1
CCc1cc(C(=O)Nc2ccc(OC)nc2)sc1C	118*	-58*	5	111*	-1	85*	2	27	-0.1
CC(=O)N1N=C(c2ccccc2)CC1c1cn(C)c2ccccc12 (stereo not given)	-1	-0.5	4	5	3	3	4	10	-1.1
CN(C(=O)COC(=O)c1cc(Br)c(Br)s1)C1CCS(=O)(=O)C1 (stereo not given)	8	2.0	1	1	1	2	-9	36	0.6
C=CCOc1ccc2oc(=O)cc(C)c2c1	9	-1.6	4	3	5	6	-5	-6	0.1
CC1(C)C2CCC1(C)C(OCC[N+](C)(C)CC(=O)OC1CCCCC1)C2 (stereo not given)	9	-1.0	0	2	2	6	5	7	0.3
CC(C)(C)CN1CCN(Cc2cc3ccccc3[nH]2)CC1CCO (stereo not given)	1	5.6	0	1	1	-2	-3	8	0.0
Nc1nonc1-n1nnc(C(=O)N/N=C/c2ccco2)c1-c1ccccc1	3	-0.1	4	5	-2	-1	1	11	-0.1
COc1ccc(C(=O)Cc2cc(OC)c(OC)cc2[N+](=O)[O-])c(OC)c1	5	-0.5	1	6	3	13	3	13	0.0
CC(=O)NC(Cc1c[nH]c2ccccc12)C(=O)NCCc1ccccc1 (stereo not given)	-3	-0.3	2	0	2	-9	0	0	0.0
CCc1ccc(OCC(=O)Nc2ccc3c(c2)OCCO3)cc1	3	-1.4	1	3	-3	-3	-116	-1	-0.1

Bioassay records as filed in PubChem BioAssay.
